Screens deposited in PubChem BioAssay by several laboratories.
Keap1-Nrf2 PPI: Keap1-Nrf2 (human) interaction inhibition; 0.15% of 340,000 active; inhibition, % at 9.4 µM; Q14145; AID 504523; Keap1 Kelch-Nrf2 peptide fluorescence polarization, 1536-well; in the data active means inhibition above about 12%;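 further: human Keap1 Kelch domain with fluorescein labeled Nrf2 9mer peptide probe; 0% = neutral control wells and 100% = peptide positive control; higher means more block of Keap1 binding to Nrf2 peptide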
Target sequence (Q14145 whole entry, looked up, the tested form may be a part): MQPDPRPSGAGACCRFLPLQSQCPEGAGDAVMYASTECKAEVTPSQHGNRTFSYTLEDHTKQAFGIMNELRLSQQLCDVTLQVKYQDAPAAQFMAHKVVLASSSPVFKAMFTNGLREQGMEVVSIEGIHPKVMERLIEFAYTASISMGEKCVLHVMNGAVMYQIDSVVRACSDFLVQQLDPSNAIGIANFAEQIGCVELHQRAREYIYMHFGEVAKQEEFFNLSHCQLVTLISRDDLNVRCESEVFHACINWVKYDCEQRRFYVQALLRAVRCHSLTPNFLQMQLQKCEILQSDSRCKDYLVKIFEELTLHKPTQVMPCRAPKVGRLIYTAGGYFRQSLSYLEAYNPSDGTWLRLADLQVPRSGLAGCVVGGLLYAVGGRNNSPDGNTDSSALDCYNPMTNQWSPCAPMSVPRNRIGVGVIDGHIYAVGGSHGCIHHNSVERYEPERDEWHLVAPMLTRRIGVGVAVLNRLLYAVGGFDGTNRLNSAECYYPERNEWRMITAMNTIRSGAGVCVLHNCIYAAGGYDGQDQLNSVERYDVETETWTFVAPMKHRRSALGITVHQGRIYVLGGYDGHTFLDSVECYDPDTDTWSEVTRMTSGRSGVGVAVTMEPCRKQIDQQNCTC
SR-BI DiI inh: blocks mouse SR-BI lipid uptake from DiI-HDL; AID 488896; 0.96% of 320,000 active; ldlA[mSR-BI] CHO cells, DiI-HDL uptake fluorescence, 3 h; inhibition, % at 12.5 µM;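 active means mean replicate inhibition of at least 70% and a set share of replicates each scoring 70 or more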;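 further: 0% = median of neutral control wells and 100% = median of positive control wells; values of inactives mirror those of a sister screen read the other way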
Target sequence (Q61009 whole entry, looked up): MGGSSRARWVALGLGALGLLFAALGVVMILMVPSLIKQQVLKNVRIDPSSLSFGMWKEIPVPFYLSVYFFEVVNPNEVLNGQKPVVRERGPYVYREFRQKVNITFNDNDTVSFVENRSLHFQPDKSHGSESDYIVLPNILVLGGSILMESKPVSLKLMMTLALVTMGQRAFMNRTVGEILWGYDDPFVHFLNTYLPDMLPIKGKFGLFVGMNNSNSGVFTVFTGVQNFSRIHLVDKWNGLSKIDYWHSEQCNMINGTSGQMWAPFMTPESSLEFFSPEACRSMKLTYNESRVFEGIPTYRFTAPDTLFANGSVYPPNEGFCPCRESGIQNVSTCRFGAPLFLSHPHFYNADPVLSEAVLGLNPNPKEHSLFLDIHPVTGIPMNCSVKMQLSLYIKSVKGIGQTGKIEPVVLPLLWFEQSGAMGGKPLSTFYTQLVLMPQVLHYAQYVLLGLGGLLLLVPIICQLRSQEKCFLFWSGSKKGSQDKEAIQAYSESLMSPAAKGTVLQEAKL
LANA DNA inh: blocks KSHV LANA C-terminal domain binding to DNA; MBP-C-LANA/FAM-LBS DNA binding, fluorescence polarization; inhibition, % at 9 µM; 0.078% of 340,000 active;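 active means highest replicate inhibition at or above 60% at 9 µM, even if other replicates fall short; inactive means all replicates below 60% inhibition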;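 further: 0% = neutral control wells and 100% = 4 µM acridine orange control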
DAGLB inh: diacylglycerol lipase beta (human) inhibition; inhibition, % at 5.17 µM; Q8NCG7; AID 504411; HEK293T DAGLB membrane lysate, EnzChek fluorogenic substrate; 0.059% of 340,000 active; in the data active means inhibition above about 34%;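 further: 0% = enzyme with vehicle and 100% = wells lacking enzyme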
NSD2 HMT inh: inhibitors of human histone methyltransferase NSD2; AID 743445; 0.54% of 310,000 active; NSD2 peptide methylation, AlphaScreen, 120 min; inhibition, % at 12.5 µM; in the data active means inhibition above about 50%
Arr AP2 block: inhibitors of human beta-arrestin and AP2 interaction; FITC-arrestin peptide / GST-AP2 beads, flow cytometry; AP2 beta2 appendage carries R879A mutation; inhibition, % at 10 µM; 0.31% of 340,000 active; AID 504490;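 active means inhibition above a set limit, near 3 SD of compounds lacking own fluorescence, cut at about 54% in these data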;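 further: plate controls were DMSO wells for no effect and 5 µM unlabelled arrestin peptide for full effect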
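Material – GST-tagged AP2 beta2-adaptin appendage (R879A) on 4 µm glutathione beads · Probe or stimulus – fluorescein-tagged arrestin peptide at 50 nM final · Timing – 12 min plus 1 h, RT · Detection – bead flow cytometry, FITC channel · Read-out basis – inhibition as reduced fluorescein signal on beads, percent · Medium – PBS plus Tween 20 (0.05%) and BSA (0.1%)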
PvdQ inh: P. aeruginosa PvdQ acylase inhibition; purified PvdQ acylase, fluorescence plate reader; inhibition, % at 10 µM; 0.063% of 340,000 active; in the data active means inhibition above about 30%, passing the limit was not always enough;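 further: 0% = vehicle neutral wells and 100% = reference inhibitor wells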
SR-BI uptake up: SR-BI HDL lipid transfer activation; activation, % at 12.5 µM; CHO ldlA[mSR-BI] cells, DiI-HDL uptake fluorescence, 3 h; 100 = double the neutral-control signal; 0.096% of 320,000 active; AID 504775;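 active means mean replicate activation of at least 60% and every replicate at or above 60%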;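 further: 0% = median plate neutral-control signal and 100% = twice that signal; values of inactives mirror those of a sister screen read the other way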
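material = CHO ldlA[mSR-BI] cells | medium = Ham's F12 with 0.5% BSA, HEPES 25 mM, pH 7.4 | reagent = fluorescent DiI-HDL, 10 µg/mL final | compound dosing = single-point compound dose | incubation = 3 h, 37 °C | measured by = bottom-read fluorescence, 550/595 nm | measure = HDL uptake via cellular fluorescence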
PKA-R2B activ: activators of human PKA-R2B complex | AID 504700 | activation, % at 11.4 µM | 0.079% of 340,000 active | P22694+P31323 | PKA-R2B holoenzyme dissociation, Cy5-IP20 fluorescence polarization; R2B truncated from residue 108, S112A mutant; 0% DMSO only, 100% 113 µM cGMP;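 active means activation above a cutoff set at the mean over all compounds plus 3 SD, cut at about 18% in these data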;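 further: higher means more holoenzyme dissociation and a rise in polarization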
Cardiac RTF inh: cardiac RTF calcium desensitization; AID 493244; 0.12% of 340,000 active; P19429+P45379; IANBD-labeled cardiac RTF, Ca2+ fluorescence; inhibition, % at 7.15 µM;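 active means inhibition above the mean inhibition of all tested compounds plus 3 SD, cut at about 17% in these data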;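 further: assay run at fixed EC70 calcium of 1.6 mM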
The depositor's hits bear a star; · = not tested or not shown.

SMILES | Keap1-Nrf2 PPI | SR-BI DiI inh | LANA DNA inh | DAGLB inh | NSD2 HMT inh | Arr AP2 block | PvdQ inh | SR-BI uptake up | PKA-R2B activ | Cardiac RTF inh
CCCCN(CCCC)S(=O)(=O)c1ccc(NC(=O)c2cccs2)cc1 | 1 | 16 | -1.3 | -6 | 0 | 5 | -2 | -16 | -5 | -4
Cn1nc(C(F)(F)F)c(CN2CC(C)(C)C2=O)c1N1CCOCC1 | 0 | -10 | 0.0 | 0 | -3 | -2 | 4 | 10 | 4 | -4
O=C1CC2c3ccccc3C1C1C(=O)N(CCO)C(=O)C21 (stereo not drawn) | -4 | -6 | -0.2 | 2 | -1 | 2 | 9 | 6 | -8 | -11
O=C(O)C1CCCCN1C(=O)c1cc2c(s1)CCCCC2 (stereo not drawn) | -1 | -2 | 0.4 | -1 | -1 | 31 | 4 | 2 | -3 | 0
COc1cccc(CC2(CO)CCN(CC3=CC[C@H]4C[C@@H]3C4(C)C)CC2)c1 | -3 | -22 | 0.6 | -2 | -10 | -2 | -17 | 22 | -2 | -15
CCn1c(SCC(=O)Nc2cccc(C)c2)nc2nc3c(cc2c1=O)COC(C)(C)C3 | -1 | 47 | -1.0 | -2 | 1 | 5 | -16 | -47 | 1 | 1
CC(=O)N1CCc2cc(Br)cc(S(=O)(=O)NCc3ccccn3)c21 | 1 | -15 | 0.9 | -4 | -4 | -4 | -17 | 15 | 7 | -6
CCN(CCCNC(=O)C1CCC(=O)N1Cc1ccccc1Cl)c1cccc(C)c1 (stereo not drawn) | -8 | 11 | 2.8 | 6 | 6 | -7 | -4 | -11 | -3 | 4
OCCN(Cc1ccccc1)C(=S)NC1CCCCC1 | 5 | -38 | 0.0 | -3 | 1 | -11 | -3 | 38 | 2 | 2
N#Cc1ccccc1OCC(=O)OCC(=O)NC1CCCCCC1 | -2 | -24 | 0.8 | -5 | 0 | 5 | -10 | 24 | -9 | -18
COc1ccccc1OCCC(=O)OCC(=O)Nc1ccc(S(=O)(=O)N2CCOCC2)cc1 | 3 | -14 | 0.0 | 0 | -1 | 5 | -15 | 14 | -9 | -4
Cc1cc(S(=O)(=O)N2CCCc3ccccc32)ccc1-n1cnnn1 | -2 | · | 0.9 | -2 | -3 | 24 | -3 | · | 9 | -3
CN1C(=O)NC(c2ccc(O)cc2)C2=C1CN(c1ccccc1)C2=O (stereo not drawn) | 1 | · | 1.2 | 3 | 1 | 3 | 1 | · | -2 | -1
Cc1cccc(OCCCC(=O)Nc2ccc(S(N)(=O)=O)cc2)c1C | -8 | -19 | 0.0 | 0 | -3 | 14 | -7 | 19 | -8 | -8
Cc1ccc(S(=O)(=O)Nc2ccc(NC(=O)c3cccs3)cc2)cc1 | -4 | 2 | -2.8 | 0 | · | 1 | -12 | -2 | -11 | 0
COc1ccc(CNC(=O)NC2CCCCC2)cc1 | -5 | -8 | 3.8 | -1 | 7 | 8 | -7 | 8 | -7 | -11
COc1ccccc1NC(=O)CC(=O)CSc1nnc(-c2ccc(C)cc2)n1-c1ccccc1 | 0 | -5 | -0.3 | 6 | 1 | -11 | -10 | 5 | 3 | 0
COc1ccc(-c2cccc(C(=O)Nc3ccc(C)cc3)c2)cc1 | 1 | 48 | 1.6 | -8 | -2 | 1 | -10 | -48 | -13 | -8
O=C(Nc1cccc2ccccc12)N1CCOCC1 | -2 | 24 | 1.3 | -1 | 4 | 7 | -14 | -24 | 2 | -3
O=C(Nc1ccc(Cl)cc1)N1CC=CCC1 | 1 | -8 | 0.1 | 0 | · | 4 | -17 | 8 | -8 | 1
C/C(=N/NC(=O)c1ccc(Cn2cccn2)o1)c1cccc(NC(=O)c2ccncc2)c1 | 2 | 29 | 1.1 | -2 | 2 | 38 | 3 | -29 | 0 | 3
CC1CCCCC12NC(=O)N(CC(=O)NCC(=O)Nc1ccc(F)c(F)c1F)C2=O (stereo not drawn) | -3 | -19 | -0.6 | -1 | -1 | 11 | -10 | 19 | -1 | 2
Cc1cc(C)nc(NC(=O)CSc2ccccn2)n1 | 0 | · | -0.5 | -3 | -2 | 22 | -2 | · | -8 | 0
CCNC(=S)NNC(=O)c1cc(C2CC2)nc2ccccc12 | -4 | -6 | 0.6 | 2 | -2 | -23 | -15 | 6 | -10 | -7
O=C1CC(Sc2ncccn2)C(=O)N1c1ccccc1 (stereo not drawn) | -4 | -20 | -1.6 | -2 | 1 | -3 | -21 | 20 | 6 | -7

Next section
SMILES | Keap1-Nrf2 PPI | SR-BI DiI inh | LANA DNA inh | DAGLB inh | NSD2 HMT inh | Arr AP2 block | PvdQ inh | SR-BI uptake up | PKA-R2B activ | Cardiac RTF inh
COC(=O)c1ccc(CSc2n[nH]c(C)n2)o1 | 0 | -22 | -1.3 | 0 | -8 | -9 | -14 | 22 | -5 | 4
O=C(NC(Cc1c[nH]c2ccccc12)C(=O)O)c1ccc2c(c1)OCO2 (stereo not drawn) | 2 | · | -1.4 | 1 | 3 | 4 | 2 | · | 2 | 5
COc1cccc(NC(=O)COC(=O)CCS(=O)(=O)c2ccc(C)cc2)c1 | 0 | -3 | 0.5 | -1 | -2 | -8 | -13 | 3 | -16 | -7
CCCCc1nnc(NC(=O)CCS(=O)(=O)c2ccc(C)cc2)s1 | 4 | -15 | -0.2 | -2 | 1 | -8 | -13 | 15 | -3 | 3
COc1ccc2nc(SCC(=O)NCc3ccc(OC)c(OC)c3)[nH]c2c1 | -4 | · | 0.1 | 0 | 0 | -10 | -13 | · | 7 | 5
O=S(=O)(c1ccccc1F)N(Cc1ccco1)Cc1nnc(-c2ccccc2Br)o1 | -8 | 15 | 1.2 | -3 | 1 | 52 | 1 | -15 | -4 | -1
O=C1C(Cl)=C(N2CCCCC2)C(=O)C(Cl)=C1c1cnc(N2CCCCC2)s1 | 0 | -21 | 2.8 | 8 | · | 98* | 10 | 21 | 1 | -7
CC1=C(C(=O)Nc2ccccc2)C(c2ccco2)NC(=S)N1 (stereo not drawn) | -2 | 2 | 0.4 | 1 | -1 | 7 | -2 | -2 | 5 | -8
CCc1cc(CNC(=O)c2ccc(OC)c(OC3CCN(C(C)C)CC3)c2)on1 | 0 | -30 | 1.4 | 0 | 1 | 3 | -9 | 30 | 7 | -1
CN(C)/C=C/C(=O)/C=C/c1ccc(Cl)cc1Cl | -9 | 19 | 0.5 | 5 | 5 | -2 | -8 | -19 | -9 | -7
NC(=O)c1cc2ccncc2c2ccccc12 | -1 | -12 | 2.9 | -1 | 0 | -10 | -10 | 12 | -7 | -9
COc1cccc(/C=C/C(=O)c2ccc(NS(=O)(=O)c3ccc(C)cc3)cc2)c1 | -1 | 12 | 0.8 | 4 | 0 | 36 | 9 | -12 | -17 | 0
COC(=O)c1cc(C(=O)Nc2cc(C)ccn2)cc([N+](=O)[O-])c1 | 0 | 51 | -1.8 | 1 | · | 3 | 2 | -51 | -2 | 12
CCCCn1c(N)c(N(CCOC)C(=O)CCNC(=O)NC23CC4CC(CC(C4)C2)C3)c(=O)[nH]c1=O | -5 | -18 | -0.5 | 1 | -4 | 2 | -10 | 18 | -2 | -4
Cc1cc([N+](=O)[O-])cnc1N1CCOCC1 | -1 | -3 | 0.1 | -1 | 0 | 10 | 5 | 3 | 7 | 0
O=[N+]([O-])c1cccnc1NCc1cccs1 | -4 | -4 | 1.3 | -4 | 2 | 30 | 10 | 4 | 6 | 0
COc1cccc(CN2CC(C(=O)NC3CCCCCC3)CCC2=O)c1 (stereo not drawn) | 0 | -24 | -0.4 | 0 | -1 | 4 | 2 | 24 | 3 | -6
N#CCCN(Cc1cccnc1)C(=S)NC(=O)c1ccccc1 | -7 | 3 | 2.5 | 0 | -2 | -7 | -20 | -3 | -10 | 0
O=C(NCCN1CCOCC1)c1ccc(Cl)c(S(=O)(=O)N2CCCCC2)c1 | 4 | -2 | 0.9 | 3 | 10 | 37 | 4 | 2 | -7 | -5
O=C(/C=C/c1cccc([N+](=O)[O-])c1)N1CCN(Cc2ccccc2)CC1 | 5 | 30 | -2.8 | 0 | 3 | -11 | -4 | -31 | 0 | -2
COc1ccc(CN(C)C(=O)c2[nH]c(C)c(C(C)=O)c2C)cc1F | -1 | · | 0.2 | -1 | -3 | 11 | 4 | · | -1 | -3
COCCNC(=O)C1CCC(Cn2c(=S)[nH]c3ccccc3c2=O)CC1 (stereo not drawn) | -2 | -6 | 0.0 | 0 | 0 | 10 | 6 | 6 | -9 | 3
CCC(C)N(C(=O)c1csnn1)C(C(=O)NCc1ccc(F)cc1)c1ccco1 (stereo not drawn) | -3 | 25 | -0.3 | -1 | 1 | 5 | -18 | -25 | 2 | -3
COc1ccc(C(=O)CN2C(=O)c3ccccc3S2(=O)=O)cc1Br | 0 | 34 | -1.0 | -4 | 0 | -1 | 3 | -34 | -15 | -5
O=C(COC(=O)c1ccc[nH]c1=O)Nc1cc(S(=O)(=O)N2CCCCCC2)ccc1Cl | 1 | -25 | -1.4 | 1 | 0 | -6 | -6 | 25 | -10 | -10

Overlap with the part before: two compounds; new compounds follow.
SMILES | Keap1-Nrf2 PPI | SR-BI DiI inh | LANA DNA inh | DAGLB inh | NSD2 HMT inh | Arr AP2 block | PvdQ inh | SR-BI uptake up | PKA-R2B activ | Cardiac RTF inh
COc1ccc(C(=O)CN2C(=O)c3ccccc3S2(=O)=O)cc1Br | 0 | 34 | -1.0 | -4 | 0 | -1 | 3 | -34 | -15 | -5
O=C(COC(=O)c1ccc[nH]c1=O)Nc1cc(S(=O)(=O)N2CCCCCC2)ccc1Cl | 1 | -25 | -1.4 | 1 | 0 | -6 | -6 | 25 | -10 | -10
Cc1ccc(-c2csc3nc4cc(C(=O)NC5CCC(O)CC5)ccc4c(=O)n23)cc1 (stereo not drawn) | -3 | 30 | 1.2 | 2 | · | 0 | -1 | -30 | 6 | -8
O=C(NCCN1CCOCC1)c1cccc(Cl)c1 | -2 | -35 | 0.2 | -3 | 0 | 5 | 2 | 35 | -12 | -4
O=C(NC(=O)N1CCN(C(c2ccccc2)c2ccccc2)CC1)c1ccccc1 | -3 | -21 | 1.5 | 0 | 0 | 2 | -1 | 21 | -4 | -2
Cc1ccccc1NC(=O)Nc1nnc(CC(=O)NCc2ccccc2)s1 | -4 | 3 | -0.4 | 0 | -2 | -4 | 1 | -3 | -7 | -9
COCCCNC(=O)Cn1c(=O)n(Cc2ccccc2Cl)c(=O)c2cc(OC)c(OC)cc21 | -1 | -18 | -0.8 | 1 | -1 | -5 | 1 | 18 | -4 | -4
O=C(c1ccco1)N(Cc1cccc(Cl)c1)C1CCS(=O)(=O)C1 (stereo not drawn) | -7 | -2 | 0.7 | 2 | -1 | 10 | -6 | 2 | 2 | -14
CC(C)C1C(C#N)=C(N)Oc2n[nH]c(-c3ccccc3)c21 (stereo not drawn) | -1 | -14 | 0.4 | 0 | -3 | -3 | -11 | 14 | 1 | 2

Look-ups from the list.
O=C(NCCN1CCOCC1)c1cccc(Cl)c1 – PvdQ inh: 2
O=C(c1ccco1)N(Cc1cccc(Cl)c1)C1CCS(=O)(=O)C1 (stereo not drawn) – NSD2 HMT inh: -1
